APJ agonist: agonists of human apelin receptor APJ, primary screen, CHO-K1 cells, PathHunter beta-arrestin, luminescence; 330,000 compounds, 0.11% hits; AID 2520, 2010; activation, % at 20 µM; 0% DMSO wells, 100% apelin;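 active = activation more than six SD over the plate average, tested at 20 µM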;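 note: 0% = DMSO alone and 100% = apelin-13 at 10 nM; some results filed as inactive read as strong as hits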
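Material: CHO-K1 APJ beta-arrestin complementation cell line; Input: cell density 1000 per well; Incubation: compound stimulation 90 min at 25 °C, detection 60 min; Signal: luminescence from split beta-galactosidase complementation, Galacton Star/Emerald II substrate; Controls: DMSO-only wells as negative, 10 nM Apelin-13 as positive control.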
UPR CHOP act: activators of apoptotic CHOP UPR arm, primary screen, cell-based, CHO-CHOP luciferase reporter, luminescence, uHTS; activation, % at 10 µM; UPR activation; percent of tunicamycin response over DMSO baseline; 330,000 compounds, 0.34% hits;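 active = at 10 µM dose, activation of 40% or more, normalized to positive control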;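 note: 100% = tunicamycin at 10 µg/mL and 0% = DMSO alone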
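Assay system: CHO-CHOP cells, stable luciferase reporter of PERK-eIF2a-CHOP signalling / Buffer or medium: F12 plus 10% serum / Compound dosing: one dose, 10 µM in 0.5% DMSO / Times: 6 h compound treatment, 37 °C / Technique: luciferase luminescence / Read-out: % reporter activation, DMSO baseline versus tunicamycin full activation / Benchmarks: tunicamycin and DMSO controls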
UPR XBP1 act: activators of adaptive XBP1 UPR arm, primary screen, cell-based, CHO-XBP1 luciferase reporter, luminescence, uHTS; IRE1-XBP1 UPR activation; percent of tunicamycin response, DMSO as zero; activation, % at 20 µM; 330,000 compounds, 0.33% hits; AID 463104, 2010;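 active = versus positive control, 20 µM dose yields 30% or more activation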;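 note: 100% = tunicamycin at 10 µg/mL and 0% = DMSO only wells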
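Material – CHO cell line with stable XBP1 luciferase reporter · Buffer or medium – F12 plus 10% FBS · Compound – single point, 20 µM final compound, 1% DMSO · Schedule – 16-18 h cell attachment at 37 °C, then 6 h compound exposure · Signal – Steady-Glo luminescence read · Benchmarks – high control tunicamycin 10 µg/mL final, low control DMSO vehicle only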
Mdm2-MdmX inh: inhibitors of human Mdm2-MdmX association, primary screen, cell-based, luminescence, split luciferase, SaOS-2, uHTS. Protein Mdm4 (Homo sapiens) + E3 ubiquitin-protein ligase Mdm2 (Homo sapiens), …. SaOS-2 split-luciferase Mdm2/MdmX complementation. inhibition, % at 8 µM. 330,000 compounds, 3% hits;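 active = inhibition of at least 50% at 8 µM in the primary screen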
Target sequence (O15151 whole entry, looked up): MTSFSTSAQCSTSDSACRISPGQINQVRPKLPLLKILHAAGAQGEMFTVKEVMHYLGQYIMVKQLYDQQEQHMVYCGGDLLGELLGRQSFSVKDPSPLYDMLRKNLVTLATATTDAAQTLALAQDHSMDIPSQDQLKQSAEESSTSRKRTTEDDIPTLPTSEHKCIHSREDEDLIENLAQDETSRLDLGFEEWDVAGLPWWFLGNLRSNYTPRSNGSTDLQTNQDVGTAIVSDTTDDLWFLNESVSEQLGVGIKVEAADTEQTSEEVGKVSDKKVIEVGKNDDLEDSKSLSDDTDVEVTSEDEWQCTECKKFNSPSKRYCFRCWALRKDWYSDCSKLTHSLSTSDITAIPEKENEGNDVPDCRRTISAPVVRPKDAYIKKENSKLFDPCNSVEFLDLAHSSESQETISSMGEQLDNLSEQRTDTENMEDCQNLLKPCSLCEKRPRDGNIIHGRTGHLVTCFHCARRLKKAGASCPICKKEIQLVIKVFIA
Target sequence (Q00987 whole entry, looked up): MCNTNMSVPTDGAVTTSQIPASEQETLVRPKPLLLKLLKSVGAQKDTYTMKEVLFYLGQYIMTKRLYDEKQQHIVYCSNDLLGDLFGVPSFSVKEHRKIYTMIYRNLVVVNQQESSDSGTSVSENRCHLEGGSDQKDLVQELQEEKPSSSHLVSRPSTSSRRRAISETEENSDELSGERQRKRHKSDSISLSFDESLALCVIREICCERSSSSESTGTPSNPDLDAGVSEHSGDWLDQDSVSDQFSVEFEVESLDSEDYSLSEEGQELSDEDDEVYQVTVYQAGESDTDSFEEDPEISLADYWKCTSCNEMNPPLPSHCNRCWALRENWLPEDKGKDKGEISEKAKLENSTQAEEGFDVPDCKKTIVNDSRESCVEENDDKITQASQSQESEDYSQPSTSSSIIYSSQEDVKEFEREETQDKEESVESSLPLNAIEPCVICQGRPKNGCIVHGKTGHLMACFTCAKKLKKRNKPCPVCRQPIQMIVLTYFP
697 NFkB inh: inhibitors of PMA/ionomycin-induced NF-kB reporter, 697 cells, primary screen, B-cell NF-kB inhibitor project, cell-based, luminescence, uHTS. 697 B-cell NF-kB luciferase reporter, 16 h. inhibition, % at 4 µM. 330,000 compounds, 0.33% hits; in the data active = inhibition above about 35%
Jurkat NFkB inh: inhibitors of induced NF-kB luciferase reporter, primary screen, TCR NF-kB activation inhibitor project, cell-based, luminescence, uHTS; 330,000 compounds, 0.53% hits; Jurkat, PMA/ionomycin-induced NF-kB luciferase reporter; inhibition, % at 4 µM; in the data active = inhibition above about 50%
tim23-1 inh: growth inhibitors of tim23-1 mutant yeast, primary screen, luminescence, uHTS | S. cerevisiae tim23-1 growth, BacTiter-Glo luminescence, 24 h | AID 463212, 2010 | inhibition, % at 20 µM | 330,000 compounds, 1.3% hits;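 active = growth inhibition of the mutant yeast at or above 50%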;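 note: temperature-sensitive mutant grown at 25 °C; plate controls were DMSO-treated mutant yeast for no effect and medium wells lacking yeast for full effect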
APJ antagonist: antagonists of human apelin receptor APJ, primary screen, CHO-K1 cells, beta-arrestin complementation, luminescence. P35414. inhibition, % at 20 µM. 330,000 compounds, 0.32% hits. AID 2521, 2010;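 active = inhibition above about 40% at 20 µM, limit read from the data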;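 note: cells challenged with 10 nM apelin-13 agonist together with compound; plate controls were apelin-13 plus DMSO wells for no effect and DMSO wells lacking apelin-13 for full effect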
Starred values were filed as active, the others as inactive.

SMILES	APJ agonist	UPR CHOP act	UPR XBP1 act	Mdm2-MdmX inh	697 NFkB inh	Jurkat NFkB inh	tim23-1 inh	APJ antagonist
COc1ccc(N2CC(C(=O)Nc3c4c(nn3-c3ccccc3)CS(=O)(=O)C4)CC2=O)cc1 (stereo not drawn)	0	-0.9	-3	30	7	-7	6	-19
Cn1cc(CCNC(=O)CC2C(=O)NCCN2Cc2cccc(Oc3ccccc3)c2)cn1 (stereo not drawn)	5	-2.9	-1	1	-7	-3	33	3
Cc1cc(NC(=O)c2cc([N+](=O)[O-])ccc2Cl)no1	4	0.4	0	39	17	-4	-9	-5
Cc1ccc(-c2noc(C3CCCN(S(=O)(=O)c4ccc5ccccc5c4)C3)n2)o1 (stereo not drawn)	-6	1.3	-1	24	-6	-5	20	25
OCCOCCOc1ccccc1OCCOCCO	-1	0.1	2	-12	7	-5	5	2
COc1ccc(Br)cc1CNC(C)c1ccccc1 (stereo not drawn)	-4	-1.3	1	22	-12	8	3	8
O=C(CCc1ccccc1)NC(=S)Nc1cccc(Br)c1	10	8.2	1	18	-11	4	42	-53
O=C(CC(=O)c1cccc([N+](=O)[O-])c1)Nc1ccccc1Cl	-4	0.7	0	1	-2	-7	26	11
Cc1cc(NCCN2CCOCC2)c2ccc3ccccc3c2n1	-2	-0.6	1	-12	0	-63	-22	26
COc1ccc(NC(=O)C2C(c3ccccc3)C2(Cl)Cl)cc1 (stereo not drawn)	2	0.2	3	31	-9	4	18	8
CC1CCN(C(=O)CSc2nc(N)c(NC(=O)c3ccccc3)c(=O)[nH]2)CC1	7	-0.5	-3	-5	-14	6	20	-3
CCOCCSc1n[nH]c(=O)n1CCc1ccccc1	-2	-1.3	0	-6	-9	-32	17	-4
Cc1sc2nc(C3CCCCC3)nc(SCC(=O)N3CC(=O)Nc4ccccc43)c2c1C	1	1.9	6	56*	-59	-27	22	-1
Clc1ccc(CSc2ncnc3nc[nH]c23)cc1	-1	-3.8	2	19	9	14	5	-2
CCCc1cc(=O)oc2c3c(c4c(c12)OC(C)(C)C=C4)OC(C)C(C)C3O (stereo not drawn)	-2	-0.6	-6	34	18	3	16	17
COc1ccc(/C=N/N2CCN(C3c4ccccc4-c4ccccc43)CC2)cc1O	-2	2.6	-2	-3	-34	-5	39	-1
C/C(=N\NC(=O)c1ccccc1)c1ccc(NC(=O)c2cccs2)cc1	5	2.3	4	-50	-121	-56	0	7
c1cnc2ccc(C(c3nnnn3C3CCCC3)N3CCN(c4nc5ccccc5s4)CC3)cc2c1 (stereo not drawn)	-3	1.0	-3	21	5	11	25	6
COc1ccc(N(C)S(=O)(=O)c2cccc(C(=O)Nc3ccc(N4CCOCC4)cc3)c2)cc1	0	-1.0	-4	3	-6	5	32	6
O=c1[nH]c(CN2CCN(c3ccc(F)cc3)CC2)nc2ccccc12	-4	-2.3	-4	5	-9	5	7	10
O=C(CSc1nnc(Cc2ccc(Cl)cc2)o1)Nc1ccccc1	0	-3.9	-2	3	17	3	16	1
C=COC(=O)c1sc2nc(C)cc(C)c2c1N	1	1.2	5	-17	-15	-24	4	14
CCS(=O)(=O)N1Cc2ccccc2CC1C(=O)N(C)Cc1ccc(OC)cc1OC (stereo not drawn)	-2	-0.1	7	-4	3	6	20	22
O=C1c2cccc3c(N4CCOCC4)c([N+](=O)[O-])cc(c23)C(=O)N1c1cccc2ccccc12	-5	-0.1	0	10	3	2	20	18
O=C(NC1CCOc2ccccc21)c1ccc(Cl)nc1 (stereo not drawn)	-2	1.3	1	11	-8	-11	-4	0

The list continues.
SMILES	APJ agonist	UPR CHOP act	UPR XBP1 act	Mdm2-MdmX inh	697 NFkB inh	Jurkat NFkB inh	tim23-1 inh	APJ antagonist
CC(C)CCn1nnnc1CN1CCN(C(=O)c2ccco2)CC1	2	-0.9	-1	11	13	10	5	-10
Cc1cc(=O)oc2c(C(=O)c3ccccc3)c(OCC(N)=O)ccc12	5	1.8	-1	-28	-15	-7	19	13
COc1ccc(OC)c(C2C3=C(CCCC3=O)Nc3c2c(=O)n(C)c(=O)n3C)c1 (stereo not drawn)	4	-1.2	-2	15	1	-8	12	-4
O=C(NN=Cc1ccc(F)cc1)c1cccc(S(=O)(=O)N2CCCC2)c1	0	0.6	-1	6	-1	-1	3	-6
Cc1c(/C=C/C(=O)c2cccs2)cnn1C	-4	3.5	2	-44	13	-10	16	-4
CCOC(=O)NC(=O)C(=CNc1ccccc1OC)C(=O)NC(=O)OCC	-3	-0.5	-4	10	20	7	7	14
CC1CN(C(=O)c2cccs2)CC(C)O1 (stereo not drawn)	-4	0.1	4	-13	6	4	-3	2
Cc1ccc(NS(=O)(=O)c2ccc(C(C)(C)C)cc2)cn1	-1	0.0	-1	-20	-55	-17	16	6
Cc1c(NC(=O)C(C)OC(=O)c2cccc(S(=O)(=O)N(C)C)c2)c(=O)n(-c2ccccc2)n1C (stereo not drawn)	-2	-0.1	-2	9	-5	-10	-12	11
CC(CCCCC(=O)Nc1ccc(C(F)(F)F)cc1)NCCc1cnc[nH]1 (stereo not drawn)	0	-2.4	-5	-22	-14	-6	3	-8
COc1cc2c(cc1OC)CN(C(=O)c1ccc(Cl)c(S(=O)(=O)N3CCCC3)c1)CC2	0	1.3	1	16	-13	7	6	-9
CCOC(=O)c1c(NC(=S)Nc2cc([N+](=O)[O-])ccc2OC)sc2c1CCCCC2	0	0.9	0	36	-18	-3	10	20
Cc1c(=O)n(OCc2ccc(Cl)cc2)c2ccccc2[n+]1[O-]	-2	1.2	0	2	-6	-7	-4	9
Cc1ccc(C)c(OCc2ccc(C(=O)Nc3ccc([N+](=O)[O-])cn3)o2)c1	-1	2.6	-3	36	1	43	5	-24
Cc1cc(Cl)ccc1NC(=S)N1CCN(C(=O)c2ccco2)CC1	-4	0.5	-3	26	3	7	2	19
O=C1c2ccsc2SCCN1Cc1ccccc1Cl	-8	-1.2	-1	3	10	-4	3	24
O=c1cc(N2CCc3ccccc3C2)[nH]c(=O)n1C1CCCCC1	-2	-1.1	4	12	16	-6	-25	-11
CC(=O)Nc1ccc(S(=O)(=O)NCCC(=O)OCC(=O)NCc2ccccc2)cc1	-1	-0.3	-3	6	5	-7	-7	-7
CC(C)CN(C(=O)COC(=O)c1ccc2ccccc2n1)C1CCS(=O)(=O)C1 (stereo not drawn)	-2	1.1	0	-5	-22	-31	12	0
CCOc1ccccc1C(=O)NC1CC2CCCC(C1)N2Cc1ccccc1 (stereo not drawn)	-3	-1.0	2	-4	4	9	16	7
Cc1nc(C(F)(F)F)ccc1C(=O)NN1CCOCC1	-2	-1.0	-3	-12	15	-41	10	6
O=C(Cc1c(F)cccc1Cl)NC1CCN(Cc2ccccc2)CC1	-4	-2.4	-3	31	5	11	14	-1
CSCc1cc(N2CCOCC2)nc(SCc2ccc(Cl)cc2Cl)n1	-6	2.8	0	27	-2	-14	15	-4
O=C(O)c1c[nH]c(=O)c2ccccc12	0	-0.5	3	14	-1	-5	3	19
COc1ccccc1OS(=O)(=O)c1ccc(NC(C)=O)cc1	0	1.6	-2	3	11	-1	10	10

Continuation.
SMILES	APJ agonist	UPR CHOP act	UPR XBP1 act	Mdm2-MdmX inh	697 NFkB inh	Jurkat NFkB inh	tim23-1 inh	APJ antagonist
CCc1nc(NCCO)c(C#N)c2c1CCCC2	-3	1.0	1	14	22	9	28	14
O=S(=O)(Nc1ccc2c(c1)OCCO2)c1c(F)cccc1F	1	2.5	1	12	6	10	5	12
Cc1cc(OCC(=O)NCCc2ccc(S(N)(=O)=O)cc2)c2c(C)c(C)c(=O)oc2c1	-2	-0.1	-3	13	19	10	-7	6
CCOc1ccc(CCNC(=O)C2CC(=O)N(c3ccccc3OCC)C2)cc1OCC (stereo not drawn)	-2	2.2	0	18	11	-1	5	19
COc1ccc(C(=O)Nc2cccc(C)c2)cc1	1	2.0	1	-99	-95	-113	9	16
CC(C)C(=O)N1CCN(c2nc3ccc(Cl)cc3s2)CC1	-2	9.5	-4	-48	-76	-30	11	-4
CCOc1cc(C(=O)NC)cc(OCC)c1OCC	1	-0.5	0	-2	-18	-11	5	-9
CC1CN(S(=O)(=O)c2cccc(C(=O)OC(C)C(=O)NC3CCCCC3C)c2)CC(C)O1 (stereo not drawn)	1	-1.3	-3	16	-27	9	12	11
CC(C)Cc1nnc(NC(=O)CCC(=O)N2CCN(Cc3ccc(Cl)cc3)CC2)s1	4	2.4	-5	13	-21	23	6	1
CN(CCO)C(=O)c1c(NC(=O)c2ccccc2)sc2c1CCCC2	-3	-1.7	-3	-2	-5	-20	17	-12
CS(=O)(=O)N(CC(=O)NCc1ccc2c(c1)OCO2)c1cccc(Cl)c1	-3	0.2	-4	-7	-9	-3	17	-20
COc1ccc(NC(=O)COc2cc(O)c3c(c2)OC(C)(C)CC3=O)cc1	-2	2.4	-1	6	23	0	8	4
O=c1c(N2CCOCC2)c(N2CCOCC2)c1=O	-6	-1.3	-1	9	11	-8	-2	-4
Cc1cccc(/C=C(\C(=O)C(=O)O)c2ccc3ccccc3n2)c1	-6	2.2	3	-35	-44	-33	12	16
O=C(Nc1cc2ccccc2oc1=O)c1ccccc1	-5	-6.0	-8	-8	-169	-49	2	-4
O=C(Nc1ccc2c(c1)OCO2)[C@@H]1CCCN1S(=O)(=O)c1cccc2cccnc12	7	-2.0	3	-32	-31	-7	27	-75
CCOC(=O)CC1COc2ccccc2N1C(=O)c1cccc([N+](=O)[O-])c1 (stereo not drawn)	0	-0.7	-7	-5	6	1	21	18
CCOC(=O)N1CCN(C(=O)CSc2nc3c(cnn3-c3ccccc3)c(=O)[nH]2)CC1	2	1.6	-3	-6	-15	12	15	2
CC(=O)Nc1ccc2c(c1)ncn2C	-18	-0.6	0	9	20	-4	7	-9
C/C(=N\NC(=O)CSc1nc(C)cc(C)n1)c1cccs1	-2	0.2	-1	8	-6	-7	19	7
COc1cc(SC)ccc1C(=O)NCCNC(=O)c1nonc1N	-3	3.0	2	-17	11	5	-3	6
O=C(CN(Cc1ccco1)Cc1ccco1)Nc1cc(S(=O)(=O)N2CCCCC2)ccc1Cl	-1	5.2	1	41	3	9	30	-77
S=C(Nc1ccccc1)N1CCc2ccccc21	-1	2.5	-3	-6	-24	-7	39	-16
CCOC(=O)c1nn(-c2ccc(Cl)cc2C)ccc1=O	-2	2.6	-2	-13	-25	-11	6	17

Structures listed so far containing a furan ring, fused or not:
SMILES	APJ agonist	UPR CHOP act	UPR XBP1 act	Mdm2-MdmX inh	697 NFkB inh	Jurkat NFkB inh	tim23-1 inh	APJ antagonist
Cc1ccc(-c2noc(C3CCCN(S(=O)(=O)c4ccc5ccccc5c4)C3)n2)o1 (stereo not drawn)	-6	1.3	-1	24	-6	-5	20	25
CC(C)CCn1nnnc1CN1CCN(C(=O)c2ccco2)CC1	2	-0.9	-1	11	13	10	5	-10
Cc1ccc(C)c(OCc2ccc(C(=O)Nc3ccc([N+](=O)[O-])cn3)o2)c1	-1	2.6	-3	36	1	43	5	-24
Cc1cc(Cl)ccc1NC(=S)N1CCN(C(=O)c2ccco2)CC1	-4	0.5	-3	26	3	7	2	19
O=C(CN(Cc1ccco1)Cc1ccco1)Nc1cc(S(=O)(=O)N2CCCCC2)ccc1Cl	-1	5.2	1	41	3	9	30	-77

The order is random, and some 5% of all compounds hit somewhere here.
